# USP1-UAF1 inh = inhibitors of human USP1/UAF1 deubiquitinase; recombinant USP1/UAF1, Ub-Rhodamine cleavage fluorescence; Potency, µM (doses to about 57.1 µM), without a hit: at the highest dose activity change, negative = inhibition, hits mostly inhibitors; 390,000 tested, 0.23% active; note: potency is the fitted concentration of half-maximal effect; % is set by controls: 0 for no effect and ±100 for the full control effect; nearly all actives have a fitted effect of over 60% in size; inactives centre near -12
#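 USP1/UAF1 complex at 1 nM was preincubated with compound for 15 min at room temperature, then Ub-Rho substrate (150nM final) was added. Fluorescence (480/540 nm) was read kinetically, 6 reads every 60 seconds.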
# RXFP1 ag = RXFP1 (human) receptor agonism; Q9HBX9; Potency, µM (titrated, usually from 57.5 µM), for the others: at the top dose activation, most hits filed as activators; HEK293T-RXFP1 cAMP TR-FRET, 30 min; response scale: percent of porcine relaxin response, buffer zero; 370,000 tested, 0.3% active; AID 2676; note: potency is the fitted concentration of half-maximal effect; % is set by controls: 0 for no effect and ±100 for the full control effect; nearly all actives have a fitted effect of over 60% in size; many of its hits are not listed in these tables
#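 Agonist response is measured as cAMP accumulation in an RXFP1-transfected HEK293T line under PDE4 inhibition. Values are scaled between buffer-only and 29 nM porcine relaxin, and EC50s come from standard Hill equation fits.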
# LDHA inh = inhibitors of human lactate dehydrogenase A; activity change, % (values are at about 110 or 230 µM); purified LDHA, NADH/diaphorase-resazurin fluorescence; stronger effect = lower value; AID 1347041; P00338; 480,000 tested, 0.15% active; in the data active = activity change below about -30%; inconclusive = mostly about -25% to -30%;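 note: plate controls were DMSO wells for no effect and wells without enzyme for full effect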
#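 Resorufin fluorescence (ex540/em590), read at 0 and 20 min after diaphorase/resazurin addition, reports the NADH left after a 5 min room-temperature reaction of 2 nM human LDH5 with 0.06 mM NADH and 0.2 mM pyruvate.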
# PI4K2A inh = blocks human PI4K2A kinase activity. activity change, negative = inhibition, % at 76.9 µM. 420,000 tested, 0.13% active. AID 1346378. purified PI4K2A, ADP-Glo luminescence, 1 h; stronger effect = lower value; in the data active = activity change below about -50%; inconclusive = mostly about -30% to -49%;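 note: -100% = wells without enzyme as full effect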
# Target sequence (Q9BTU6 whole entry, looked up): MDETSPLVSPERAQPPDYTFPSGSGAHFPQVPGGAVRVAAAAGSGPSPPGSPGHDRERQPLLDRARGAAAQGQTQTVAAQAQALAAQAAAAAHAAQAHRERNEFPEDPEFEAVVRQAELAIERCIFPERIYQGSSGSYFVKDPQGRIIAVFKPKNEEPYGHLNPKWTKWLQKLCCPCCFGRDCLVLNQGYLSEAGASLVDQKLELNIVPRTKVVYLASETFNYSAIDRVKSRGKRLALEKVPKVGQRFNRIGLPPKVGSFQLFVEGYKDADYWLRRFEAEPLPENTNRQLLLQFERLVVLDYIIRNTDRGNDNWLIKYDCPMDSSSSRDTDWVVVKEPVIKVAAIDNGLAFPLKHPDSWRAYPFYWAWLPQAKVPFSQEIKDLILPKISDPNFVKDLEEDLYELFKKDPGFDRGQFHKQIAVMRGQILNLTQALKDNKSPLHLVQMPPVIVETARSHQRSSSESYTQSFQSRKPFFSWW
#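 PI4K2A activity was measured by ADP-Glo luminescence: enzyme (4 ug/mL stock) and phosphatidylinositol (1.2 mM stock) in Tris pH 7.5/MgCl2/EGTA/Triton X-100 buffer were reacted with ATP (300 microM stock) for one hour at ambient temperature.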
# GRP78 ERSR act = ER stress response induction in glioma; 420,000 tested, 0.02% active; U87-MG GRP78 promoter luciferase reporter, 16 h; Potency, µM, for the others: at the top dose activation, hits mostly activators; note: potency is the fitted concentration of half-maximal effect; series mostly up to about 76 µM; % of control where 0% means no effect; nearly all actives have a fitted effect of over 35% in size
#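 Stably transfected U87-MG human glioma cells carrying a GRP78-based luminescent sensor were seeded at 1000 cells/well, pin-dosed with compounds and incubated 16 h. Luciferase reagent was then added, and end-point luminescence was read after 10 min at room temperature.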
# Vif-APOBEC3G blk = Vif-A3G binding inhibition; Q9HC16; HeLa A3G-eYFP + Vif (tagged APOBEC3G with the HIV-1 protein that degrades it), YFP fluorescence, overnight; Potency, µM (doses to about 46.1 µM), for inactives: at the top dose activity, negative = active, most hits filed as inhibitors; 410,000 tested, 0.076% active;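 note: potency is the fitted concentration of half-maximal effect; % is set by controls: 0 for no effect and ±100 for the full control effect; nearly all actives have a fitted effect of over 60% in size; hits raise eYFP signal because A3G escapes Vif-driven loss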
# Target sequence (Q9HC16 whole entry, looked up): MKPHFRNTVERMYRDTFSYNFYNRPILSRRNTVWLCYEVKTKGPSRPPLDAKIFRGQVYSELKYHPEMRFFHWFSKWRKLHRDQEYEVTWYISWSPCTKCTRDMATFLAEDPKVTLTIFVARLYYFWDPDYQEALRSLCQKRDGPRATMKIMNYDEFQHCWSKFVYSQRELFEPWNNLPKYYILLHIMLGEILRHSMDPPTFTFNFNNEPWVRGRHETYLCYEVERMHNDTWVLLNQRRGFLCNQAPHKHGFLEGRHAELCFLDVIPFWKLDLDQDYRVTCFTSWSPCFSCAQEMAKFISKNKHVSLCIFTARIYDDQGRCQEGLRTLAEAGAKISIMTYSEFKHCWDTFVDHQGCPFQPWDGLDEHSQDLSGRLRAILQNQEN
#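 HeLa cells stably expressing Vif and C-terminally eYFP-tagged A3G, seeded overnight at 37 deg C, then exposed to compound by pintool overnight at 37 deg C. Rise in yellow fluorescence (Ex 488/Em 500-530, Acumen) marks blocked Vif-driven A3G degradation.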
# IDH1 R132H inh = human IDH1 R132H inhibition. O75874. IDH1-R132H enzyme, NADPH consumption, diaphorase/resazurin fluorescence. Potency, µM (top dose mostly 76.6 µM), without a hit: at the highest dose activity change, negative = inhibition, usual class: inhibitors. 390,000 tested, 0.093% active. AID 602179; note: potency is the fitted concentration of half-maximal effect; % is set by controls: 0 for no effect and ±100 for the full control effect; nearly all actives have a fitted effect of over 65% in size
#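 IDH1-R132H (0.5 ug/mL dispensed) in pH 7.5 Tris buffer was preincubated 30 min with compound, then given a substrate mix of 0.016 mM NADPH and 2 mM alpha-KG for 80 min at room temperature; remaining NADPH was read by diaphorase/resazurin fluorescence.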
# TrxR1 substrate = substrates of rat thioredoxin reductase 1 | purified TrxR1 substrate turnover, NADPH consumption readout | Potency, µM (highest dose often 114 µM), inactives show at the highest dose activity change, negative = substrate turnover | 390,000 tested, 0.01% active | AID 588456; note: potency is the fitted concentration of half-maximal effect; % is set by controls: 0 for no effect and ±100 for the full control effect; nearly all actives have a fitted effect of over 50% in size
#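 Rat TrxR1, dispensed at 90 nM, was prereduced with 400 uM NADPH (final) for 5 min at ~22 deg C, then incubated with compound 15 min before 400 uM selenite. A first-read NADPH fluorescence drop versus no-compound background flagged substrates.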
# Vif-APOBEC3F blk = inhibitors of Vif-A3F interaction | Potency, µM (series often up to 46.1 µM), without a hit: at the highest dose activity, negative = active | AID 602313 | HeLa A3F-eYFP + Vif (tagged APOBEC3F with the HIV-1 protein that degrades it), YFP fluorescence increase | 390,000 tested, 0.2% active; note: potency is the fitted concentration of half-maximal effect; % of control where 0% means no effect; nearly all actives have a fitted effect of over 65% in size
#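 HeLa cells stably expressing A3F-eYFP plus Vif, plated and incubated overnight at 37 deg C, then exposed to compounds overnight at 37 deg C. Blocked degradation read as raised yellow fluorescence (Ex 488/Em 500-530).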
# Numbers without * were called inactive; ? = inconclusive; / = no result given; & = joins results of further samples; [ ] = another dose, or the depositor's remark. Unless noted, calls come from the whole dose curve; as a rule, active = well fitted curve in the direction sought with a large enough effect; inconclusive = small, poorly fitted or top-dose-only effect, or another doubt; inactive = no such curve, though single readings can be large; an effect the other way counts as inactive or inconclusive.
SMILES,USP1-UAF1 inh,RXFP1 ag,LDHA inh,PI4K2A inh,GRP78 ERSR act,Vif-APOBEC3G blk,IDH1 R132H inh,TrxR1 substrate,Vif-APOBEC3F blk
CC1CC(=O)N(CCc2ccccc2)C(=O)C1,-26%,/,-5,3,6%,0%,9%,11%[57.1 µM],1%
O=C(CC(=O)c1ccccc1)Nc1cccnc1Cl,-2%,2.3%,-4,-5,-4%,-3%,4%,1%[57.1 µM],13%
COc1ccc(NC(=O)Nc2nnc([C@H]3C[C@H](O)[C@@H](CO)O3)s2)cc1,/,/,-3,2,-3%,1%,/,/,/
Cc1ccc2nc(-c3ccc(SCC(=O)Nc4nnc(C)s4)nc3)[nH]c2c1,-19%,0.3%,0,-2,-10%,-9%,9%,33%,16%
Cc1oc(-c2ccccc2F)nc1CS(=O)CC(=O)NC1CCCC1 (stereo not drawn),-18%,-1.1%,-4,-7,-8%,2%,-8%,9%,-2%
CCc1cccc(NC(=O)CCS(=O)(=O)c2cc3c4c(c2)CCN4C(=O)CC3)c1,-22%,0.4%,-12,4,-2%,5%,0%,-1%[57.1 µM],-2%
CC(=O)Nc1ccc(NC(=O)C(C)Sc2n[nH]c(-c3ccc(C)cc3)n2)cc1 (stereo not drawn),-2%,-0.1%,6,0,0%,-4%,0%,4%[57.1 µM],4%
COc1ccc(NS(=O)(=O)c2ccc(C)c(C(=O)N(C)Cc3ccc(OC)cc3OC)c2)cc1,-16%,0.3%,-3,-1,-2%,2%,-8%,-8%,9%
Cn1c(NN)nc2c1c(=O)n(Cc1ccccc1)c(=O)n2C,-24%,-0.4%,1,-10,-6%,-12%,8%,5%,1%
CN(C)S(=O)(=O)Nc1ccc2c(c1)Cc1ccccc1-2,-24%,0.4%,-2,-3,5%,0%,4%,9%,-8%
Cc1c(Cl)cccc1NC(=O)CSc1nnc(C)n1-c1ccccc1,-4%,0.8%,-6,4,-3%,-8%,-5%,1%[57.1 µM],-1%
COc1ccc(-c2cc(=O)c(C(=O)c3ccc(C)cc3)n[nH]2)cc1,-3%,1.4%,-6,2,-2%,1%,11%,3%[57.1 µM],10%
O=C(/C=C/c1cnc2ccccc2n1)NC12CC3CC(CC(C3)C1)C2,-2%,0.4%,1&-3,-4,-9%,-8%,-2%,-4%,1%
Cc1cc(C)n(C(=O)CCCn2cc([N+](=O)[O-])cn2)n1,2%,?,-5,-1,-3%,2%,3%,5%[57.1 µM],-5%
COc1cc(C(C)=O)ccc1COc1ccc(C(=O)OCC(=O)NC2CCS(=O)(=O)C2)cc1OC (stereo not drawn),-23%,-0.1%,-3,0,-1%,-1%,-1%,-6%,-9%
COc1cccc(/C=C/C(=O)Nc2ccc(C(=O)Nc3cccc(S(N)(=O)=O)c3)cc2)c1OC,-16%,2.8%,-2,3,-3%,-4%,5%,56%,1%
C=CCOc1ccc(C2C(C#N)=C(N)N(Nc3ccccc3)C3=C2C(=O)CC(C)(C)C3)cc1OC (stereo not drawn),-16%,-1.6%,1,4,-1%,?,5%,-7%,-9%
O=C(Cn1c(=O)oc2ccccc21)Nc1ccc2c(c1)OCCO2,2%,0.5%,0,1,1%,0%,-10%,-4%[57.1 µM],-6%
CCc1ccc(N(CC(=O)NC(C)(C)C)C(=O)CCC(=O)Nc2ccccn2)cc1,-24%,-0.1%,-2,5,-2%,-1%,-5%,0%,7%
COc1cccc(NC(=O)CN(C)C(=O)c2cc(S(=O)(=O)N3CCCCCC3)ccc2OC)c1,0%,2.3%,-5,-1,-4%,1%,-12%,-5%,8%
C[C@H](CO)N1C[C@H](C)[C@@H](CN(C)C(=O)NC2CCCCC2)Oc2ccc(NS(=O)(=O)c3ccccc3)cc2C1=O,-15%,/,1,0,-4%,-3%,22%,2%,-5%
COc1cc(CN(C)CC2CCCN(CCc3ccc(F)cc3)C2)c(Cl)cc1O (stereo not drawn),6%,0.2%,6,-2,-3%,2%,2%,-6%,0%
CCS(=O)(=O)N1CCC(C(=O)NCCc2ccccc2)CC1,-14%,1.0%,-5,-2,2%,-1%,-2%,9%,-1%
Cc1cccc(CC2CC(=O)N(c3ccccc3)C2=O)c1 (stereo not drawn),-15%,2.1%,3,1,-4%,1%,7%,-2%,0%
Nc1[nH]n(-c2ccccc2)c(=O)c1N=Nc1ccccc1,-9%,4.0%,0,5,-1%,0%,10%,-1%,-8%

# (listing goes on)
SMILES,USP1-UAF1 inh,RXFP1 ag,LDHA inh,PI4K2A inh,GRP78 ERSR act,Vif-APOBEC3G blk,IDH1 R132H inh,TrxR1 substrate,Vif-APOBEC3F blk
Cc1sc2ncnc(N3CCC(C(=O)N(C)CC(=O)Nc4ccccc4Br)CC3)c2c1C,-17%,6.3%,-7,-4,-5%,-1%,1%,0%,1%
CCCCc1nnc(NC(=O)CSc2nc(O)c(Cc3ccccc3)c(=O)[nH]2)s1,-5%,-1.2%,-4,-8,-3%,1%,7%,-1%[57.1 µM],0%
CCOC(=O)c1[nH]cnc1C(=O)NC1CCCCC1,-17%,1.2%,-3,5,-2%,0%,-1%,6%[57.1 µM],-1%
Cc1ccc(O)c(-c2cc(C(=O)Nc3c(C)n(C)n(-c4ccccc4)c3=O)[nH]n2)c1,-7%,-0.6%,-2,2,1%,-1%,0%,-9%,10%
CCOC(=O)N1CCc2c(sc3c2c(=O)n(-c2ccc(CC)cc2)c(=O)n3Cc2ccc(F)cc2Cl)C1,-5%,23%,2,4,-3%,0%,1%,3%,11%
CN1CCN(c2ccc(C(=O)c3cn(-c4ccc(F)c(Cl)c4)nn3)cc2)CC1,-15%,7.7%,-4,4,3%,7%,10%,2%[57.1 µM],2%
COc1ccc(CNC(=O)CCCN2C(=O)c3cccnc3Oc3ccc(Cl)cc32)cc1,-14%,6.1%,-4,0,-1%,1%,8%,-6%,5%
O=C(CN1CCC(NC(=O)c2cccc(F)c2)CC1)Nc1ccc(Br)cc1,-3%,-3.8%,-7,-2,-2%,9%,8%,-11%,6%
O=C(O)CCC(=O)N1N=C(c2ccc(Br)cc2)CC1c1cccc(Br)c1 (stereo not drawn),-11%,2.7%,-7,3,-4%,0%,-4%,-5%,6%
OC1(c2cccc(C(F)(F)F)c2)CCNCC1,-13%,1.5%,0,0,-3%,0%,2%,2%,-3%
CC1CCN(C(CNS(=O)(=O)c2ccccc2)c2ccccc2)CC1 (stereo not drawn),2%,0.1%,-2,-1,-3%,-1%,3%,-4%,-12%
CN(C(=O)CSc1nc2ccccc2n1CC(=O)N(C)C1CCCCC1)c1ccccc1,-23%,-1.2%,1,-1,-1%,0%,5%,0%[57.1 µM],1%
CC/C(=N\NC(=O)CNC(=O)/C=C/c1ccco1)c1ccccc1,-11%,1.9%,-2,-15,-5%,-7%,4%,-11%,-7%
CN(c1cnn(-c2ccccc2)c(=O)c1Cl)n1cccc1,-10%,3.4%,-1,2,6%,-6%,7%,-1%[57.1 µM],6%
Cc1ccc(NC(=O)CN2c3cccc4cccc(c34)S2(=O)=O)cc1S(=O)(=O)N1CCOCC1,-15%,-0.2%,13,-7,-1%,-3%,1%,21%,-20%
COc1ccc(Cl)cc1NC(=O)CN(C)CC(=O)NCc1ccc(F)cc1,-15%,/,-1,3,-4%,0%,3%,-4%,-14%
COc1cccc(-c2ccc(SCC(=O)c3ccccc3)nn2)c1,-17%,-0.4%,-7,1,8%,7%,13%,-15%[57.1 µM],-9%
Nn1c(Cc2ccccc2F)nnc1SCC(=O)Nc1cccc(S(=O)(=O)NC2=NCCCCC2)c1,-5%,3.4%,-3,-1,-3%,1%,-10%,-4%,6%
CC1C(=O)N2CCCc3cc(NC(=O)C(=O)NCCc4ccccc4)cc1c32 (stereo not drawn),-12%,0.8%,7,-1,1%,-9%,2%,12%[11.4 µM],10%

# 3 entries from above, reformatted.
# Every second line gives: USP1-UAF1 inh, RXFP1 ag, LDHA inh, PI4K2A inh, GRP78 ERSR act, Vif-APOBEC3G blk, IDH1 R132H inh, TrxR1 substrate, Vif-APOBEC3F blk
> COc1ccc(CNC(=O)CCCN2C(=O)c3cccnc3Oc3ccc(Cl)cc32)cc1
  -14%, 6.1%, -4, 0, -1%, 1%, 8%, -6%, 5%
> O=C(CN1CCC(NC(=O)c2cccc(F)c2)CC1)Nc1ccc(Br)cc1
  -3%, -3.8%, -7, -2, -2%, 9%, 8%, -11%, 6%
> O=C(O)CCC(=O)N1N=C(c2ccc(Br)cc2)CC1c1cccc(Br)c1 (stereo not drawn)
  -11%, 2.7%, -7, 3, -4%, 0%, -4%, -5%, 6%

# One compound at a time (already shown).
# O=C(CN1CCC(NC(=O)c2cccc(F)c2)CC1)Nc1ccc(Br)cc1 in the list: USP1-UAF1 inh = -3%; RXFP1 ag = -3.8%; LDHA inh = -7; PI4K2A inh = -2; GRP78 ERSR act = -2%; Vif-APOBEC3G blk = 9%; IDH1 R132H inh = 8%; TrxR1 substrate = -11%; Vif-APOBEC3F blk = 6%
# CC1C(=O)N2CCCc3cc(NC(=O)C(=O)NCCc4ccccc4)cc1c32 (stereo not drawn) in the list: USP1-UAF1 inh = -12%; RXFP1 ag = 0.8%; LDHA inh = 7; PI4K2A inh = -1; GRP78 ERSR act = 1%; Vif-APOBEC3G blk = -9%; IDH1 R132H inh = 2%; TrxR1 substrate = 12%[11.4 µM]; Vif-APOBEC3F blk = 10%

# The list is partial; count on the stated rates, not on these rows.
